# UTI89 phage lysis – protection from phage-mediated lysis, alamar blue read-out – E. coli UTI89, K1F phage, bacterial capsule biogenesis inhibitors (AID 488966). E. coli UTI89 K1F phage lysis, alamar blue, 2 h; higher % means a stronger effect. one-dose inhibition, % at 100 µM; IC50 in µM for titrated hits. 0.02% of 340,000 active;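 active means phage lysis inhibition, versus mean bacterial control, above a set limit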;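 further: capsule biogenesis inhibitors block K1F phage lysis so surviving cells raise fluorescence; higher fluorescence means more inhibition of phage lysis; actives were called in the ten point dose series up to 300 µM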
# * hit, by the source's call; [ ] = another dose, or the depositor's remark.
SMILES,UTI89 phage lysis
Cc1nn(CC(=O)NCCCc2ccccc2)c(=O)c2cccn12,2.2%
CCOc1ccc(CN(C)C(=O)[C@H](C)NC(=O)c2ccco2)cc1OC,0.5%
CN(CC(=O)Nc1cccc(F)c1)C(=O)c1ccc(N2CCCC2)c([N+](=O)[O-])c1,0.7%[50 µM]
O=C(O)CC(c1cccc(O)c1)N1Cc2ccccc2C1=O (stereo not given),0.1%
Cc1cc(C)n(-c2ccc(C(=O)OCC(=O)Nc3ccc(S(N)(=O)=O)cc3)cc2)n1,-3.8%
N#Cc1ccccc1S(=O)(=O)N1CCN(CC(=O)Nc2ccnn2C2CCCC2)CC1,1.2%[50 µM]
O=C(COc1ccccc1[N+](=O)[O-])NCC1(N2CCOCC2)CCCCC1,0.8%[50 µM]
Cc1ccc(C(=O)N/C(=C\c2cn(S(=O)(=O)N(C)C)c3ccccc23)C(=O)N2CCCC2)cc1,0.4%
CC(C)(C)C(=O)CSc1ccc(S(=O)(=O)N2CCN(Cc3ccccc3)CC2)cn1,0.5%[50 µM]
Cc1c(Cl)cccc1NC(=O)Cn1c(CCC(=O)O)ccc1-c1ccccc1,-0.1%
Cc1ccc(CSc2nc3nc(C)cc(C)n3n2)cc1,0.1%
CC1CCCCN1C(=O)COC(=O)CSc1ccc(C(N)=O)cc1[N+](=O)[O-] (stereo not given),0.7%[50 µM]
COc1ccc(NC(=O)Cn2c(=O)oc3cc(S(=O)(=O)N4CCCC4)ccc32)cc1,-2.1%
CCC(=O)N1CCc2cc(S(=O)(=O)CCC(=O)N3CCN(c4ccc(C(C)=O)cc4)CC3)ccc21,0.5%
Cc1ccc(NC(=O)CN(C)C(=O)/C=C/c2ccc3c(c2)OCO3)cc1,0.3%[50 µM]
N#CC(C#N)=C1SC(=Nc2ccccc2)C(=Nc2ccccc2)N1c1ccccc1,1.4%
CN(Cc1ccco1)c1ncnc2ccc(-c3ccc4c(c3)OCO4)cc12,2.5%
COc1cccc(NC(=O)NC2(C(=O)N3CCC(O)CC3)CCCCC2)c1,0.2%
O=C(O)C1(C(=O)O)CCCC1,3.9%
Cc1ccc(Cn2nc(C)c(C(=O)NCC(c3ccc(F)cc3)N3CCOCC3)c2Cl)cc1 (stereo not given),-0.3%[50 µM]
O=C(CCCN1CCC(O)(c2cccc(C(F)(F)F)c2)CC1)c1ccc(F)cc1,10%
O=C(NC1CCCCC1)c1cc2c(cc1Cl)N1CCCCCC1=NS2(=O)=O,0.6%[50 µM]
CCOC(=O)N1CCN(S(=O)(=O)c2ccc3c(c2)C(C)C(=O)N3)CC1 (stereo not given),1.1%
O=C(COC(=O)/C=C/c1ccc(Cl)c(Cl)c1)NC1CCS(=O)(=O)C1 (stereo not given),0.4%[50 µM]
O=C(O)c1cccc(NC(=O)c2ccccc2NC(=O)c2ccco2)c1,5.4%
CC(C)CC(=O)Nc1ccc(C(=O)COC(=O)C2=COCCO2)cc1,-0.1%[50 µM]
CC(=O)Nc1cccc(NS(=O)(=O)c2cn(C)c(=O)n(C)c2=O)c1,0.1%
CCCCC[C@@H]1C=C(C(=O)O)[C@H](c2ccc3c(c2)OCO3)N1S(=O)(=O)c1ccc(C)cc1,-0.3%
COc1ccc(OCc2cc(C(=O)N3C[C@H]4CC[C@H]3C4)no2)c(Cl)c1,1.4%
CCOC(=O)C1=CN(CC)CCC1=O,1.2%
Cc1nc(-c2ccc(F)cc2)c(CC(=O)N(C)CC(=O)Nc2ccc(F)cc2)s1,0.5%[50 µM]
O=C(CSc1nnc(-c2ccco2)n1-c1ccccc1Cl)Nc1cccc(C(=O)O)c1,-0.3%
CCOc1ccc(N(CC(=O)Nc2cccc(OC)c2)S(C)(=O)=O)cc1,-0.9%
O=C(c1ccc(Cl)c(S(=O)(=O)NCc2cccnc2)c1)N1CCCC1,0.4%[50 µM]
O=C(NCCO)C(=O)Nc1cc2c3c(c1)CC(=O)N3CCC2,0.3%
CN(C(=O)c1cccc(NC(=O)c2ccccc2)c1)C1CCCCC1,0.8%[50 µM]
CCc1ccc(NC(=O)C(=O)c2ccccc2NC(C)=O)cc1,0.3%[50 µM]
CN1CCN(c2ccc(NC(=S)NC(=O)c3cccc4ccccc34)cc2)CC1,9.6%
CCC1CCCCN1C(=O)c1ccc2c(c1)C(=O)N(c1ccc(C)cc1)C2=O (stereo not given),0.5%
COc1ccc(-c2cc(C(=O)NCCN3CCOCC3)c3ccccc3n2)cc1OC,-0.2%
CC(C)CN(C(=O)COC(=O)CCc1c[nH]c2ccccc12)c1c(N)n(Cc2ccccc2)c(=O)[nH]c1=O,-1.1%
O=C(c1cc2cc3ccc(Cl)cc3nc2o1)N1CCN(Cc2ccc3c(c2)OCO3)CC1,0.0%
CN(C(=O)CSc1nnnn1-c1ccc(Cl)cc1)C1CCS(=O)(=O)C1 (stereo not given),0.8%[50 µM]
NC(=O)NO,1.8%
CN1CCN(c2ccc(S(=O)(=O)N3CCOCC3)cc2NC(=O)C2CCCCC2)CC1,0.5%[50 µM]
COCCOC(=O)c1c(NC(=O)COC(=O)c2ccc(C)o2)sc(C(N)=O)c1C,0.3%[50 µM]
CCN1C(=O)[C@H]2[C@@H](c3ccc(-c4ccc(OC)cc4)cc3)N3CCC[C@@]3(C(=O)OC)[C@H]2C1=O,0.2%
CN(C(=O)COC(=O)COc1ccc2c(c1)CCC2)c1c(N)n(Cc2ccccc2)c(=O)[nH]c1=O,1.6%[50 µM]
O=C(COc1ccccc1[N+](=O)[O-])NCC1(N2CCCCC2)CCCCC1,0.7%[50 µM]
COc1ccc(-n2nc(C(=O)NCC(=O)NC(C)C)c3ccccc3c2=O)c(OC)c1,0.1%[50 µM]

# For convenience, 4 of the compounds above.
SMILES,UTI89 phage lysis
NC(=O)NO,1.8%
CN1CCN(c2ccc(S(=O)(=O)N3CCOCC3)cc2NC(=O)C2CCCCC2)CC1,0.5%[50 µM]
COCCOC(=O)c1c(NC(=O)COC(=O)c2ccc(C)o2)sc(C(N)=O)c1C,0.3%[50 µM]
CCN1C(=O)[C@H]2[C@@H](c3ccc(-c4ccc(OC)cc4)cc3)N3CCC[C@@]3(C(=O)OC)[C@H]2C1=O,0.2%

# Later entries.
SMILES,UTI89 phage lysis
Cc1ccc(C)c(C(=O)CCC(=O)OCn2nnc3ccccc3c2=O)c1,0.6%[50 µM]
CC(C)C(=O)Nc1ccc2c(c1)nc(CCN1CCCCC1)n2C,-0.2%
Cc1ccc2nc3c(cc(C(=O)NCC4CCCO4)c(=N)n3CC3CCCO3)c(=O)n2c1 (stereo not given),0.2%
C=C1C(=O)O[C@@H]2[C@H]3O[C@]3(C)CC/C=C(\C)CC[C@@H]12,-0.5%
COc1cccc(N2CCN(CC(=O)NCc3ccccc3)CC2)c1,0.4%
O=C(COc1ccc(-c2nnco2)cc1)N1CCOCC1,-2.1%
CN1CCCN(S(=O)(=O)c2ccc3ccccc3c2)CC1,0.1%
COc1cc(NC(=O)COC(=O)c2ccc([N+](=O)[O-])s2)cc(OC)c1OC,-1.3%[50 µM]
Cc1ccc(S(=O)(=O)NCCC(=O)OCC(=O)NCCc2ccccc2)cc1C,1.2%[50 µM]
Cc1ccc(N(CC2CO2)S(=O)(=O)c2ccccc2[N+](=O)[O-])cc1 (stereo not given),0.2%
O=C(Cn1c(=O)c2cccn2c2ccccc21)NCCc1ccccc1,0.5%
O=C(Cc1ccccc1)Nc1ccc(NC(=O)c2ccccc2)nc1,0.5%
CC1CCC2(CC1)NC(=O)N(NC(=O)c1cccs1)C2=O (stereo not given),0.0%[50 µM]
CC(C)C[C@H](NC(=O)OC(C)(C)C)C(=O)NCC1CCC(C(=O)N[C@@H](Cc2ccccc2)C(=O)O)CC1 (stereo not given in full),4.0%[50 µM]
CC(=O)NC1CC2CCCC(C1)N2C(=O)Nc1cccc(C)c1 (stereo not given),0.3%
C=CCn1c(=O)[nH]c(=O)c2c(N)c(C(=O)c3ccc(OC)cc3)sc21,0.0%
CCCS(=O)(=O)N1CCC(C(=O)Oc2ccc(OC)cc2)CC1,0.2%
Cc1ccc(Nc2nc(N3CCOCC3)nc(N3CCOCC3)n2)cc1Cl,0.1%
CS(=O)(=O)N(CC(=O)Nc1c(F)cccc1F)Cc1ccccc1,0.4%
COc1ccc(C(=O)Cn2c(NCCCO)nc3ccccc32)cc1OC,0.1%
O=C(CCS(=O)(=O)Cc1ccccc1)Nc1nncs1,-0.2%
CCn1nc(C(=O)NCc2nnc3ccccn23)c2ccccc2c1=O,0.4%[50 µM]
CC(C)Oc1ccc(C(CC(=O)O)NC(=O)Cc2ccc(Cl)cc2)cc1 (stereo not given),0.1%
CC1CN(CCOc2cccc(Oc3ccccc3)c2)CC(C)O1 (stereo not given),1.1%
Oc1cccc(-n2nnnc2SCc2ccccc2F)c1,0.0%
CCOc1ccc(S(=O)(=O)NCCC(=O)NC(C)CCc2ccccc2)cc1 (stereo not given),0.5%[50 µM]
COc1ccc(NC(=O)CN(C)C(=O)c2sc3cc(Cl)ccc3c2Cl)cc1,0.8%[50 µM]
COc1cc(/C=N/S(=O)(=O)c2ccccc2)cc(OC)c1O,0.7%
Cc1sc(NC(=O)c2cccc(N3C(=O)CCC3=O)c2)nc1-c1ccccc1,-1.1%[50 µM]
O=C(CN1CCSC1=O)N1CCN(S(=O)(=O)c2ccc(Cl)cc2)CC1,0.4%[50 µM]
Fc1ccccc1-c1nc(NC2CCCC2)c2ccccc2n1,0.1%
O=C(c1ccco1)N1CCN(C(=O)c2cn(-c3ccccc3)nc2-c2ccccc2)CC1,0.3%[50 µM]
CCN(c1ccccc1)S(=O)(=O)c1ccc(OC)c(NC(=O)Cc2ccc(F)cc2)c1,-0.5%[50 µM]
N/C(=N\OC(=O)c1ccc(Br)cc1)c1cccc([N+](=O)[O-])c1,0.4%
NC(=O)CC(NC(=O)c1ccc(Br)cc1)c1ccc(N2CCCCCCC2)c([N+](=O)[O-])c1 (stereo not given),2.5%
CC(=O)N1N=C(c2cccc(NS(C)(=O)=O)c2)CC1c1ccc2c(c1)OCO2 (stereo not given),0.6%
O=C(c1ccccc1)C1CC=CCC1C(=O)c1ccccc1 (stereo not given),-2.6%
O=C(Cc1ccc(Cl)cc1)OCC(=O)N1CCCCCC1,0.9%
CC(C)CCC(C)NC(=O)Cc1ccc(S(=O)(=O)N2CCOCC2)s1 (stereo not given),-0.1%
O=C(OCC(=O)c1c[nH]c2ccccc12)c1cccc([N+](=O)[O-])c1,-0.4%

# Laid out differently: results already given
SMILES: O=C(OCC(=O)c1c[nH]c2ccccc12)c1cccc([N+](=O)[O-])c1
  UTI89 phage lysis = -0.4%
SMILES: O=C(c1ccccc1)C1CC=CCC1C(=O)c1ccccc1 (stereo not given)
  UTI89 phage lysis = -2.6%
SMILES: CC(C)CCC(C)NC(=O)Cc1ccc(S(=O)(=O)N2CCOCC2)s1 (stereo not given)
  UTI89 phage lysis = -0.1%
SMILES: Fc1ccccc1-c1nc(NC2CCCC2)c2ccccc2n1
  UTI89 phage lysis = 0.1%

# The main list resumes, repeating the 3 entries before the break.
SMILES,UTI89 phage lysis
O=C(Cc1ccc(Cl)cc1)OCC(=O)N1CCCCCC1,0.9%
CC(C)CCC(C)NC(=O)Cc1ccc(S(=O)(=O)N2CCOCC2)s1 (stereo not given),-0.1%
O=C(OCC(=O)c1c[nH]c2ccccc12)c1cccc([N+](=O)[O-])c1,-0.4%
CC(=O)c1cccc(NC(=O)C(C)OC(=O)c2cc(=O)[nH]c3ccccc23)c1 (stereo not given),0.8%[50 µM]
COc1cc2c(cc1OC)CN(Cc1ccc(C)cc1)CC2,6.6%
COC(=O)C1=C(CS(=O)(=O)c2cc(OC)ccc2OC)NC(=O)NC1c1ccc(O)c(OC)c1 (stereo not given),0.0%
CC(=O)NN1C(=O)c2ccccc2NC1c1ccccc1F (stereo not given),0.1%
COc1ccc(S(=O)(=O)Oc2c(OC)cc(C(=S)N3CCOCC3)cc2OC)cc1,1.2%
CCN(c1cccc(C)c1)S(=O)(=O)c1ccc(-c2ccc(=O)[nH]n2)o1,0.2%
O=[N+]([O-])c1ccc(Cl)c(S(=O)(=O)Nc2ccc(S(=O)(=O)N3CCOCC3)cc2)c1,0.0%
CS(=O)(=O)N1CCN(CC(=O)NC2CCCC2)CC1,2.2%
O=C1CNC(=O)N1c1ccc(Cl)cc1,0.3%
COC(=O)[C@H](CO)N1C(=O)[C@@H]2[C@H](C1=O)C1C=C[C@H]2C1,0.3%
CCOc1ccc(OCc2ccc(C(=O)NC(C)(C)C)o2)cc1,0.3%
O=C(NNC(=O)c1ccncc1)Nc1cccc(C(F)(F)F)c1,-0.4%
C#CCOCCOCCOCCNc1nc(N2CCN(C(=O)[C@H]([C@@H](C)CC)n3cc(CCCN=C(N)N)nn3)CC2)nc(N2CCN(C(=O)[C@H]([C@@H](C)CC)n3cc(CCC(=O)O)nn3)CC2)n1,3.2%
COc1ccc(NC(=O)c2ccc(N3CCOCC3)nc2)cc1,0.1%
COc1ccc(CN2CC(C(=O)NCCc3ccc(Cl)cc3)CC2=O)cc1 (stereo not given),0.5%
CCCc1c(C)[nH]c2nc3ccccc3n2c1=O,0.2%
CC(C)Cn1c(N)c(C(=O)COC(=O)c2ccc(O)cc2O)c(=O)n(C)c1=O,1.0%[50 µM]
CN(CC(=O)Nc1c(Cl)cccc1Cl)C(=O)c1ccc(NS(=O)(=O)c2ccc3[nH]c(=O)[nH]c3c2)cc1,0.6%[50 µM]
CC1CCN(c2nc3ccc(C(=O)NCCCN4CCCCC4)cc3s2)CC1,0.3%
O=C(Nc1cccc(-c2cccc(F)c2)c1)C1CCN(Cc2ccc(CO)o2)CC1,-0.3%
COc1cc(CN(C(=O)c2ccco2)C2CCS(=O)(=O)C2)cc(OC)c1OC (stereo not given),0.3%
Cc1cnccc1CNC(=O)C1CCC(=O)N(Cc2ccc(Cl)cc2)C1 (stereo not given),0.1%
Cc1ccccc1C(=O)N1CCC(C(=O)N2CCN(c3ncccn3)CC2)CC1,0.5%[50 µM]

# High-throughput results: PubChem BioAssay, Southern Research Specialized Biocontainment Screening Center

# A portion of the library. The share of hits here may be higher or lower than overall.
